# TrxR1 substrate = qHTS Assay for Substrates of Mammalian Selenoprotein Thioredoxin Reductase 1 (TrxR1): qHTS. Potency, µM (highest dose often 114 µM), for the others: top-dose activity change, negative = substrate turnover. actives 0.01% (n = 390,000). Thioredoxin reductase 1, cytoplasmic (Rattus norvegicus), O89049. AID 588456, 2011. purified TrxR1 substrate turnover, NADPH consumption readout; also: potency is read from the fitted curve at half-maximal effect; % is scaled to controls: 0 for no effect and ±100 for the full control effect; nearly all actives have a fitted effect of over 50% in size
#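 Rat TrxR1, dispensed at 90 nM, was prereduced with 400 uM NADPH (final) for 5 min at ~22 deg C, then incubated with compound 15 min before 400 uM selenite. A first-read NADPH fluorescence drop versus no-compound background flagged substrates.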
# Vif-APOBEC3F blk = qHTS for Inhibitors of Vif-A3F Interactions: qHTS; actives 0.2% (n = 390,000); Potency, µM (series often up to 46.1 µM), without a hit: at the top dose activity, negative = active; HeLa A3F-eYFP + Vif (tagged APOBEC3F with the HIV-1 protein that degrades it), YFP fluorescence increase; also: potency is read from the fitted curve at half-maximal effect; % of control where 0% means no effect; nearly all actives have a fitted effect of over 65% in size
#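 HeLa cells stably expressing A3F-eYFP plus Vif, plated and incubated overnight at 37 deg C, then exposed to compounds overnight at 37 deg C. Blocked degradation read as raised yellow fluorescence (Ex 488/Em 500-530).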
# GRP78 ERSR act = qHTS for Inducers of the Endoplasmic Reticulum Stress Response (ERSR) in Human Glioma: qHTS; actives 0.02% (n = 420,000); Potency, µM, for the others: top-dose activation, usual class: activators; U87-MG GRP78 promoter luciferase reporter, 16 h; also: potency is read from the fitted curve at half-maximal effect; series mostly up to about 76 µM; % of control where 0% means no effect; nearly all actives have a fitted effect of over 35% in size
#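 Stably transfected U87-MG glioma cells carrying a GRP78-based luciferase sensor; 16 h compound incubation. Luminescence end-point read 10 min after Bright-Glo addition at room temperature.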
# IDH1 R132H inh = qHTS for Inhibitors of mutant isocitrate dehydrogenase 1 (IDH1): qHTS; Isocitrate dehydrogenase [NADP] cytoplasmic (Homo sapiens), O75874; IDH1-R132H enzyme, NADPH consumption, diaphorase/resazurin fluorescence; Potency, µM (doses to about 76.6 µM), without a hit: at the highest dose activity change, negative = inhibition, hits mostly inhibitors; actives 0.093% (n = 390,000); also: potency is read from the fitted curve at half-maximal effect; % is scaled to controls: 0 for no effect and ±100 for the full control effect; nearly all actives have a fitted effect of over 65% in size
#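 IDH1-R132H (0.5 ug/mL) preincubated 30 min with compound, then NADPH (0.016 mM) and alpha-KG (2 mM) added; 80 min at RT, pH 7.5. Remaining NADPH coupled via diaphorase/resazurin to fluorescence (540/590 nm); concentration-response curves normalized to no-enzyme control.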
# Vif-A3G inh = qHTS for Inhibitors of Vif-A3G Interactions: qHTS; actives 0.076% (n = 410,000); Potency, µM (top dose mostly 46.1 µM), for inactives: at the top dose activity, negative = active, hits mostly inhibitors; HeLa A3G-eYFP + Vif (tagged APOBEC3G with the HIV-1 protein that degrades it), YFP fluorescence, overnight; AID 602310, 2012; DNA dC->dU-editing enzyme APOBEC-3G (Homo sapiens), Q9HC16;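 also: potency is read from the fitted curve at half-maximal effect; % is scaled to controls: 0 for no effect and ±100 for the full control effect; nearly all actives have a fitted effect of over 60% in size; hits raise eYFP signal because A3G escapes Vif-driven loss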
#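 Read-out is eYFP fluorescence (Ex 488/Em 500-530) from Vif-expressing HeLa A3G-eYFP cells; more signal means A3G escaped Vif-mediated degradation. Cells plated overnight, compound pinned in, incubated overnight at 37 deg C.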
# LDHA inh = qHTS assay for inhibitors of human lactate dehydrogenase; purified LDHA, NADH/diaphorase-resazurin fluorescence; active compounds read low; actives 0.15% (n = 480,000); activity change, % (values are at about 110 or 230 µM); AID 1347041, 2019; in the data active = activity change below about -30%; inconclusive = mostly about -25% to -30%;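 also: plate controls were DMSO wells for no effect and wells without enzyme for full effect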
#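 LDH5 2 nM; NADH 0.06 mM, pyruvate 0.2 mM; 200 mM Tris pH 7.4, EDTA, Tween-20; 5 min RT. Detection: diaphorase 0.133 mg/mL + resazurin 37 µM, fluorescence ex540/em590 at 0 and 20 min; normalized to enzyme-free and DMSO wells.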
# rTrxR1 inhibitor = qHTS Assay for Inhibitors of Mammalian Selenoprotein Thioredoxin Reductase 1 (TrxR1): qHTS; Thioredoxin reductase 1, cytoplasmic (Rattus norvegicus), O89049; recombinant rTrxR1, NADPH fluorescence consumption, selenite substrate; Potency, µM (series often up to 114 µM), for inactives: at the highest dose activity change, negative = inhibition, most hits filed as inhibitors; actives 1% (n = 390,000); also: potency is read from the fitted curve at half-maximal effect; % is scaled to controls: 0 for no effect and ±100 for the full control effect; nearly all actives have a fitted effect of over 65% in size
#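 Rat TrxR1 (90 nM in the dispensed reagent) was pre-reduced with 400 uM NADPH for 5 min at room temperature, then incubated with compound for 15 min. After 400 uM selenite was added, NADPH fluorescence (Ex 340/Em 450 nm) was followed for 8 min.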
# USP1 inh = Inhibitors of USP1/UAF1: Primary Screen; recombinant USP1/UAF1, Ub-Rhodamine cleavage fluorescence; Ubiquitin carboxyl-terminal hydrolase 1 (Homo sapiens), O94782; Potency, µM (titrated, usually from 57.1 µM), for the others: at the highest dose activity change, negative = inhibition, hits mostly inhibitors; actives 0.23% (n = 390,000); also: potency is read from the fitted curve at half-maximal effect; % is scaled to controls: 0 for no effect and ±100 for the full control effect; nearly all actives have a fitted effect of over 60% in size; inactives centre near -12
# Target sequence (O94782 whole entry, looked up): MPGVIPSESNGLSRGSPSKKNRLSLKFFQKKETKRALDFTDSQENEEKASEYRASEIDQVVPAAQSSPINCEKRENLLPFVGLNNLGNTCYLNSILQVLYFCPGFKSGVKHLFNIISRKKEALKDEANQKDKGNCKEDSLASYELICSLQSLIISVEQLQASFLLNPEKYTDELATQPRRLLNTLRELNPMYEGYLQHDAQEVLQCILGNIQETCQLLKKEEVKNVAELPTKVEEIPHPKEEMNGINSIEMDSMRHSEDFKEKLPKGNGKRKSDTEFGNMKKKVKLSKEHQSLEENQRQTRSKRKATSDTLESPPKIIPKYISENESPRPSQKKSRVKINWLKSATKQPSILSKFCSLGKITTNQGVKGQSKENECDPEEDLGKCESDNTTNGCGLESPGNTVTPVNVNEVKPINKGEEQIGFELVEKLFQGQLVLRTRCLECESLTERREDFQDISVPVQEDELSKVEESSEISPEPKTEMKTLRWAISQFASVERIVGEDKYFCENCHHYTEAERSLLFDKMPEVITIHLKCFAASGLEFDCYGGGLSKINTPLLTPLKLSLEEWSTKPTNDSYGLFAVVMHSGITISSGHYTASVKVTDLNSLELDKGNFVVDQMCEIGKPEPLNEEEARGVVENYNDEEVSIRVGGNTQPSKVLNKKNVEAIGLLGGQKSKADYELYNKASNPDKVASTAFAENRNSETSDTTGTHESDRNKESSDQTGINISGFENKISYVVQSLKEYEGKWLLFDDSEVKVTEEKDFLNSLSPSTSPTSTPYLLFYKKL
#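 1 nM enzyme complex + cpd, 15 min RT; start with Ub-Rho 150nM final; kinetic fluorescence ex 480/em 540, 6 reads q60 s. Buffer 50mM HEPES pH 7.8, 0.5mM EDTA, 0.1 mg/ml BSA, 1mM TCEP, 0.01% Tween-20.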
# RGS4 inhibitor = Inhibitors of Regulator of G Protein Signaling (RGS) 4: qHTS. Regulator of G-protein signaling 4 (Homo sapiens), P49798. Transcreener GDP fluorescence polarization, RGS4-accelerated GTP hydrolysis. Potency, µM (top dose mostly 114 µM), for inactives: at the highest dose activity change, negative = inhibition, usual class: inhibitors. actives 0.039% (n = 390,000); also: potency is read from the fitted curve at half-maximal effect; % is scaled to controls: 0 for no effect and ±100 for the full control effect; nearly all actives have a fitted effect of over 75% in size; some results filed as inactive show a strong effect at the top dose
# Target sequence (P49798 whole entry, looked up): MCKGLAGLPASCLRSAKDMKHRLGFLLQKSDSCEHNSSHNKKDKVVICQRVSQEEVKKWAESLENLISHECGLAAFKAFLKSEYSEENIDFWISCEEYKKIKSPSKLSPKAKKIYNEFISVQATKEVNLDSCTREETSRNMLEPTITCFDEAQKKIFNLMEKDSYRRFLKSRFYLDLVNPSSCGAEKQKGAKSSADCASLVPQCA
#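 MLSMR compounds (23 nl, pin-transferred) preincubated 10 min at room temperature with a 500nM (2x) first reagent, then RGS4 at 900nM (2x) plus Transcreener GDP mix added; fluorescence polarization (620/688 nm) read before and after 90 min at 30 °C.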
# An asterisk follows results filed as active; ? = inconclusive; · = no result given; & = joins results of further samples; [ ] = another dose, or the depositor's remark. Unless noted, calls follow the shape of the dose curve; as a rule, active = well fitted curve in the direction sought with a large enough effect; inconclusive = small, poorly fitted or top-dose-only effect, or another doubt; inactive = no such curve, though single readings can be large; an effect the other way counts as inactive or inconclusive. Not all compounds are listed. The share of hits here may be higher or lower than overall.
nr	smiles	Vif-APOBEC3F blk	USP1 inh	LDHA inh	TrxR1 substrate	IDH1 R132H inh	RGS4 inhibitor	GRP78 ERSR act	Vif-A3G inh	rTrxR1 inhibitor
1	COCCCNC(=O)Cc1c(C)c2c(cc(C)c3c(C)c(C)oc32)oc1=O	3%	-14%	-7	33%[activator]	0%	-19%	-5%	-1%	8%
2	CC1CCN(S(=O)(=O)c2ccc(NC(=O)C3CC3)cc2)CC1	0%	-11%	-3	1%[57.1 µM]	-14%	-15%	-1%	0%	0%[57.1 µM]
3	CCCCOc1ccc(Cl)cc1Nc1nc(NCCO)nc(N2CCCC2)n1	-6%	·	-19	2%	·	-10%	-5%	2%	16%
4	CC1CCN(c2ccc(C(=O)Nc3ccc4c(c3)OCO4)cc2[N+](=O)[O-])CC1	1%	-22%	-7	6%[57.1 µM]	22%	-1%	5%	0%	15%[57.1 µM]
5	COCCCn1c2nc3ccccc3nc2c2c(=O)n(Cc3ccc(Cl)cc3)cnc21	-2%	-20%	0	19%	1%	-10%	1%	0%	12%
6	O=C(Nc1ccc(Cl)cc1)Nc1csc([N+](=O)[O-])c1	22%	-4%	2	4%[57.1 µM]	16%	-25%	8%	-7%	?
7	CCC(C)NC(=O)C1CCN(S(=O)(=O)c2cccs2)CC1 (stereo not given)	-3%	-20%	-4	9%[57.1 µM]	-4%	-25%	-3%	-4%	12%[57.1 µM]
8	Cc1ccccc1NC(=O)N1CCCC1C(=O)NCc1cccs1 (stereo not given)	-8%	3%	-5	-8%	9%	30%	-1%	-4%	-7%
9	COc1cccc(NC(=O)Cc2cccs2)c1	1%	-10%	-5	4%[57.1 µM]	2%	-11%	-2%	-2%	12%[57.1 µM]
10	O=C(COc1ncnc2ccccc12)NC1CCCC1	9%	-2%	-3	-3%	5%	10%	-3%	-3%	-1%
11	Cc1ccc(OCC(O)CN2CCc3ccccc3C2)c(C)c1 (stereo not given)	4%	3%	0	2%	-1%	14%	-4%	1%	-17%
12	O=C(CCCN1C(=O)c2ccccc2C1=O)OC1CSCC1NC(=O)c1ccccc1 (stereo not given)	-1%	-11%	-8	-6%	-1%	5%	0%	-1%	-1%
13	O=C(COC(=O)C1CCN(/C=C/C(=O)C(F)(F)F)CC1)Nc1cccc(F)c1	18%	-7%	-4	-15%[57.1 µM]	-2%	-9%	-2%	0%	?
14	O=C1C(=C(c2ccccc2)c2ccccc2)Nc2ccccc21	2%	-17%	-1	-10%	-1%	-32%	1%	0%	-10%
15	c1ccc(C2(CN3CCNC[C@@H]3CC3CCCCC3)CC2)cc1	4%	-6%	0	8%[57.1 µM]	-2%	0%	-6%	-1%	-6%[57.1 µM]
16	COc1ccc(CN(Cc2cc3cccc(C)c3n3nnnc23)C(=O)N2CCOCC2)cc1	-5%	-10%	1	-7%	-8%	5%	-3%	-5%	2%
17	CCCCCCC(=O)N/N=C(\C)Cc1ccccc1	4%	-18%	-2	4%	1%	7%[11.4 µM]	1%	-11%	13%
18	CCc1cc2cccc(C)c2nc1SCC(=O)NC1CCCC1	1%	-14%	-5	-1%	0%	-16%	0%	1%	27%
19	CC(C)C1N(c2ccccc2)C(N)=C(C#N)C1(C#N)C#N (stereo not given)	4%	-14%	1	-6%	0%	-15%	0%	0%	-5%
20	COc1cc(/C=N/NC(=S)NCCN2CCOCC2)cc(OC)c1O	11%	-3%	6	5%[57.1 µM]	24%	-7%	-3%	-2%	-8%[57.1 µM]
21	CCCCCCCCCCCCCCCCOC(=O)N1CCN(/[N+]([O-])=N/Oc2ccc([N+](=O)[O-])cc2[N+](C)=O)CC1	·	·	2	12%[0.457 µM]	·	·	-2%	-1%	-31%
22	Cc1cccc(-c2nc(NCCN(C)C)c3ccccc3n2)c1	-1%	-21%	-15	·	-12%	·	-2%	2%	·
23	CC(=O)c1c(C)[nH]c2ccc(OCC(O)CNCCc3ccccc3)cc12 (stereo not given)	·	·	1	-5%	·	·	-1%	-1%	-22%
24	O=c1[nH]c(CNCc2cccnc2)nc2ccccc12	-13%	-4%	-9	-1%[57.1 µM]	6%	-7%	-1%	0%	0%[57.1 µM]
25	O=C(C1CCCCN1S(=O)(=O)c1ccccc1)N1CCN(Cc2ccccc2)CC1 (stereo not given)	-5%	-1%	-11	-9%	6%	-9%	-2%	0%	-7%
26	O=[N+]([O-])c1cc(-c2ccn[nH]2)ccc1Cl	-5%	0%	-2	-23%[11.4 µM]	14%	-27%	-3%	-4%	22%[11.4 µM]
27	COC(=O)C(Cc1ccccc1)NS(=O)(=O)c1cc(Br)ccc1Br (stereo not given)	·	·	·	-1%	·	-13%	-2%	-2%	13%
28	CCOC(=O)c1c(NC(=O)CCCOc2ccc(Cl)cc2)sc2c1CCC2	2%	?	-12	8%	-2%	6%	-3%	1%	11%
29	CCOc1ccccc1NC(=S)NC(=O)C1CC1	?	-12%	-3	7%[57.1 µM]	5%	-11%	-3%	-11%	10%[57.1 µM]
30	CCn1cc2nc(SCc3cccc(C(F)(F)F)c3)n(Cc3ccc(OC)cc3)c(=O)c2n1	4%	-13%	-5	-12%[57.1 µM]	13%	-22%	-2%	1%	-6%[57.1 µM]
31	Cc1ccc(C)n1-c1sccc1C(=O)O	-6%	?	2	-7%	7%	?	-5%	2%	50µM*
32	CC(C)C[C@H](NC(=O)c1nc[nH]c1C(=O)N[C@@H](CCCCNC(=O)OC(C)(C)C)C(=O)OC(C)(C)C)C(=O)OCc1ccccc1	-5%	-36%	3	-8%[57.1 µM]	9%	-9%	-3%	-14%	33%[57.1 µM]
33	O=C(Cn1nc(-c2ccc(N3CCOCC3)c([N+](=O)[O-])c2)c2ccccc2c1=O)N1CCCCC1	0%	1%	1	-7%	-7%	43%	0%	-6%	-5%[57.1 µM]
34	COC(=O)c1ccc(Cl)c(NC(=O)CN2CCN(Cc3ccccc3)CC2)c1	3%	-22%	1	-7%	2%	6%	1%	0%	0%[57.1 µM]
35	CN(C)c1ccc(/C=C/c2ccc3c4ccccc4ccc3[n+]2-c2ccccc2)cc1	5%	?	5&14	23%&11%	29µM*	?	-18%	8%	-1%[57.1 µM]
36	O=C(CCc1c[nH]c2ccccc12)N1CCN(c2ccc(F)cc2)CC1	-5%	-14%	-3	11%[57.1 µM]	4%	-10%	-5%	4%	13%[57.1 µM]
37	Clc1ccc(CNc2ncccn2)cc1	-12%	-18%	-7	13%[57.1 µM]	5%	-4%	-9%	3%	15%
38	COc1cccc(-n2c(SCC(N)=O)nc3ccccc3c2=O)c1	?	-17%	-5	-4%	2%	28%	-1%	-20%	-1%
39	COc1cc2c(cc1OC)C(C(=O)N1CCN(c3ccccc3)CC1)C(c1cccs1)N(C)C2=O (stereo not given)	-6%	-7%	-7	1%	-1%	-4%	-2%	1%	-17%
40	Cc1ccc(N2CC(C)Cn3c2nc2c3c(=O)[nH]c(=O)n2C)cc1C (stereo not given)	-6%	-5%	1	-11%[57.1 µM]	2%	-11%	-1%	1%	1%[57.1 µM]
41	CCn1c(CCNC(=O)c2cccs2)nnc1SCC(=O)Nc1ccc(Cl)cc1	-9%	-17%	-1	3%	6%	-30%	-3%	-9%	5%
42	O=C(Nc1ccc(NC(=O)c2ccco2)cc1)c1cnccn1	-9%	-27%	-7	-8%	6%	-7%	-1%	-4%	-10%
43	CCCOn1nnnc1-c1ccccc1	-2%	-13%	-6	2%	4%	4%	-2%	-1%	6%
44	CC(C)(C)C1CCc2c(sc(NC(=O)c3ccccc3F)c2C(=O)N2CCCCC2)C1 (stereo not given)	3%	-11%	-1	12%	4%	-4%	-3%	1%	28%
45	O=C(Nc1ccccc1Br)c1ccc2nccnc2c1	-6%	-21%	-3	4%	-1%	4%	-4%	-1%	16%
46	O=C1CC(c2cccs2)Cc2nc(NC(=O)C3CC3)ncc21 (stereo not given)	6%	12%	-10	5%[57.1 µM]	-2%	21%	-5%	2%	1%[57.1 µM]
47	O=[N+]([O-])c1cccc(CN(CCO)Cc2ccccc2)c1	-6%	-3%	-3	6%	8%	17%	-3%	1%	24%
48	O=C(N[C@@H](Cc1ccccc1)C(=O)O)c1cccs1	-2%	-6%	-2	-2%	4%	-35%	-4%	0%	-3%
